MC4R antagonist – antagonists of human melanocortin 4 receptor (MC4R) | MC4R-expressing cells, MTII-stimulated cAMP, LANCE TR-FRET | inhibition, % at 6.5 µM | hit rate 0.48% among 360,000;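 active = inhibition above its plate's cutoff, the mean of tested wells on that plate plus 3 SD, cut at about 29% in these data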;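 also: 0% = Melanotan II alone and 100% = Melanotan II plus saturating MCL0020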
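System – human MC4R-expressing U2OS cells · Also added – Melanotan II · Dosing – one concentration, 6.5 µM nominal · Timing – 30-min compound, 1-h challenge, 1-h detection, room temperature · Measured by – Eu-cAMP/anti-cAMP TR-FRET, emission 671 nm · Replicates – singlicate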
N-glyco inh – blocks N-linked glycosylation in D54 reporter cells; D54 ERlucT glycosylation luciferase reporter, 24 h; percent of 100 nM tunicamycin response; reporter increase, % at 12.5 µM; hit rate 0.23% among 360,000; AID 588692;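 active = mean luciferase reporter signal, scaled so untreated is 0 and the glycosylation-blocking control 100, at or above a set limit in every replicate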;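 also: luciferase carries N-glycosylation sites so blocking glycosylation raises the light; 0% = median of neutral control wells and 100% = median of 100 nM tunicamycin wells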
aDG glyco up – increases alpha dystroglycan glycosylation | Pro5-aDG cells, alpha-DG glycosylation AlphaScreen (IIH6); 0% Pro5, 100% B10-LARGE cell signal | activation, % at 10 µM | hit rate 0.22% among 360,000 | AID 624168;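 active = activation of at least 8% versus controls, or a plate z-score of at least 8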;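 also: Pro5 are CHO cells carrying HIG-tagged alpha-DG that lacks glycosylation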
Exocytosis inh – lytic granule exocytosis inhibition | TALL-104 LAMP-1 surface exposure, flow cytometry; cells stimulated with thapsigargin and PMA | inhibition, % at 10 µM | hit rate 0.66% among 360,000;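 active = inhibition above about 55%, limit read from the data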
ABHD5-PLIN5 inh – blocks binding of human ABHD5 to perilipin-5; Q00G26+Q8WTS1; Split G. princeps luciferase complementation, luminescence, 4 h; inhibition, % at 4 µM; hit rate 0.78% among 360,000; AID 602281;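 active = inhibition above the mean inhibition across every tested compound plus 3 SD, cut at about 22% in these data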;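 also: 0% = DMSO only wells and the 100% control is not disclosed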
H9c2 protect – modulators protecting cardiomyocytes from myocardial damage. H9c2 cardiomyocytes, H2O2 injury protection, ATPLite, 2 h. protection from H2O2 cell death, % at 20 µM. hit rate 0.63% among 360,000;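 active = compounds giving at least 50% protection of heart cells from peroxide-induced death in the single-dose screen, raw or plate-pattern-corrected value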;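 also: 0% = DMSO wells with peroxide and 100% = DMSO wells without peroxide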
MC4R ag barr – agonists of human melanocortin 4 receptor (MC4R) beta-arrestin; P32245; U2OS MC4R beta-arrestin complementation, luminescence; percent of melanotan II response, DMSO zero; activation, % at 8.9 µM; hit rate 0.98% among 360,000; AID 540308;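 active = activation above a per-plate cutoff, the mean activation of sample wells on that plate plus 3 SD, cut at about 8% in these data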
m5-HT2A agonist – mouse HTR2A agonism via beta-arrestin recruitment; CHO-K1 mHTR2A beta-arrestin complementation, luminescence; percent of 30 µM serotonin response; activation, % at 7.6 µM; hit rate 0.66% among 360,000;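 active = activation above a run cutoff, the mean activation of all tested compounds plus 3 SD, cut at about 14% in these data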;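 also: 0% = plate median of compound wells and 100% = 30 µM serotonin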
hiPSC survival – hiPSC single-cell survival enhancement | survival enhancement, % at 20 µM | ATPlite luminescence; 100% = ROCK inhibitor wells, 0% = DMSO | hit rate 0.044% among 360,000; in the data active = survival enhancement above about 18%;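 also: cells exposed to compounds for 16 hours before the ATP read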
ABCB6 inh 2 – blocks the human ABCB6 transporter; Q9NP58; K562-ABCB6 porphyrin accumulation, flow cytometry, 1 h; hits give low values; fluorescence ratio to DMSO, % at 10 µM; hit rate 0.19% among 360,000;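 active = fluorescence ratio to DMSO below 75%, the collection mean minus 3 SD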;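 also: signal is porphyrin accumulated inside mitochondria; 100% equals median channel fluorescence of DMSO control wells; lower ratio means ABCB6 inhibition with less porphyrin fluorescence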
Target sequence (Q9NP58 whole entry, looked up): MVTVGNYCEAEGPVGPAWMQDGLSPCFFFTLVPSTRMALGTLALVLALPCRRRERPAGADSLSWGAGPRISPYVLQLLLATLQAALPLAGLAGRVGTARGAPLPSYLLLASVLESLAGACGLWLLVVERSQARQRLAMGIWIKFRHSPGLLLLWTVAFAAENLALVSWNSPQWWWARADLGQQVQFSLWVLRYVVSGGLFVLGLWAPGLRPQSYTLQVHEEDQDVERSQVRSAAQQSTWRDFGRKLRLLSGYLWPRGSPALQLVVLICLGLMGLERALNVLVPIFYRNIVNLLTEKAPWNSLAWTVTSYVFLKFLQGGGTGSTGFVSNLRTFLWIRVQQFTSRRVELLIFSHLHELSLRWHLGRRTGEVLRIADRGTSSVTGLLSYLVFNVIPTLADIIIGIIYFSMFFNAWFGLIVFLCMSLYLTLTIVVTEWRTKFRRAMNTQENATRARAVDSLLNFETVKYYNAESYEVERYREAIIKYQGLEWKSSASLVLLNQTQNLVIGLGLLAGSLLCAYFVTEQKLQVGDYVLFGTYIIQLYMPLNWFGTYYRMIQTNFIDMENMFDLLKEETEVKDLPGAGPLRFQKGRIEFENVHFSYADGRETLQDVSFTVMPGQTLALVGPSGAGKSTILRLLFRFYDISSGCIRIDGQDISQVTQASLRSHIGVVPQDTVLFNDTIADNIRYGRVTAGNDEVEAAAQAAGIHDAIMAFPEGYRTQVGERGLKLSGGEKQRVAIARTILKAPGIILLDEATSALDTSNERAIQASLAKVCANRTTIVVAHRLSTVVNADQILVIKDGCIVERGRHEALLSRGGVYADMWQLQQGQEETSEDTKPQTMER
Active calls of the source: *; / = not tested or not shown; & = joins results of further samples.

SMILES	MC4R antagonist	N-glyco inh	aDG glyco up	Exocytosis inh	ABHD5-PLIN5 inh	H9c2 protect	MC4R ag barr	m5-HT2A agonist	hiPSC survival	ABCB6 inh 2
CCOc1ccccc1C(N)=O	1	0	0.0	3	-2	15	-0.9	1	0.2	105
CC(=O)NC(Cc1ccccc1)C(=O)O (stereo not given)	4	0	-0.3	9	-3	-1	0.8	2	-1.9	103
CC(C(=O)O)c1ccc(C(=O)c2cccs2)cc1 (stereo not given)	10	-2	0.1	-4	-4	1	-0.3	18*	0.9	96
CC(COc1ccccc1)NC(C)C(O)c1ccc(O)cc1 (stereo not given)	8	-1	0.0	1	8	4	-0.6	7	0.2	95
CC(=O)c1ccc2c(c1)N(CCCN(C)C)c1ccccc1S2	-6	2	-0.2	0	2	3	-0.4	-12	0.0	100
COc1ccc(C(=O)NCc2ccc(OCCN(C)C)cc2)cc1OC	3	-3	-0.1	-2	3	6	-2.2	0	0.9	102
CCCCCCO	2	1	0.0	-2	3	2	-1.5	-6	-1.9	98
Oc1ccc(/C=C/c2cc(O)cc(O)c2)cc1	-4	-13	0.0	4	-6	-37	-0.9	-4	-3.4	102
NC(=O)c1cccc(-c2cc(Nc3ccc(OC(F)(F)F)cc3)ncn2)c1	2	6	1.5	-6	-4	1	2.1	-3	-0.9	98
COC(=O)c1ccc(O)cc1	3	1	0.0	6	2	9	-0.5	-2	1.6	99
NC(=O)c1cn(Cc2c(F)cccc2F)nn1	14	3	-0.1	7	4	-14	-1.6	-2	-1.1	98
CC[N+](C)(CC)CCOC(=O)C(O)(c1ccccc1)C1CCCCC1 (stereo not given)	-5	4	0.1	-8	4	10	0.6	-2	1.1	97
CC(=O)OCC1=C[C@@H]2OC(=O)C3=CO[C@@H](O[C@@H]4O[C@H](CO)[C@@H](O)[C@H](O)[C@H]4O)[C@H]1[C@@H]32	8	0	-0.3	6	-2	2	0.2	-1	2.2	100
COc1ccc(/C=C/C(=O)Nc2ccccc2C(=O)O)cc1OC	-1	-18	0.0	-5	-1	-20	1.0	3	-3.3	101
Cc1c(NC(=O)c2cccnc2)c(=O)n(-c2ccccc2)n1C	17	0	-0.1	-3	2	0	-2.1	2	-0.6	95
c1ccc(CC2=NCCN2)cc1	-4	2	0.1	-10	7	-2	-0.4	10	0.8	102
Cc1cc(-c2ccccc2)nnc1NCCN1CCOCC1	2	0	0.1	-1	-2	4	-1.0	-1	-0.7	88
CCCn1cnc2c1c(=O)n(CCCCC(C)=O)c(=O)n2C	-5	2	-0.1	-13	5	4	-1.5	8	-0.8	104
Cc1ccc(CN2CCN(Cc3cccc4nccnc34)CC2CCO)cc1 (stereo not given)	6	-1	0.1	6	3	-9	-0.2	-2	-0.5	97
CN1CCN(CCC(=O)N2c3ccccc3Sc3ccc(C(F)(F)F)cc32)CC1	-3	-4	0.2	3	0	4	-0.5	-10	-1.9	98
CCC(C)n1ncn(-c2ccc(N3CCN(c4ccc(OCC5COC(Cn6cncn6)(c6ccc(Cl)cc6Cl)O5)cc4)CC3)cc2)c1=O (stereo not given)	19	-9	-0.2	4	8	-12	0.4	8	-3.0	93
C1CCC(C(CC2CCCCN2)C2CCCCC2)CC1 (stereo not given)	14&10	-1&-3	0.8&0.1	19&13	8&-6	-46&-46	11*	-3&0	-3.8&-5.5	96&99
CN(C)CCOC(C)(c1ccccc1)c1ccccn1 (stereo not given)	7	-2	-0.3	-4	-4	4	-0.5	0	2.3	103
CN1CCN(C(c2ccccc2)c2ccccc2)CC1	4	0	-0.1	3	-5	5	-0.5	-10	-0.5	102
CC12CCC(CC1)C(C)(C)O2	2	-1	0.0	-4	-8	-1	-2.2	1	-1.5	103
C/C=C(/C)C(=O)O[C@@H]1c2c(ccc3ccc(=O)oc23)OC(C)(C)[C@@H]1OC(=O)/C(C)=C\C	8	-3	0.2	-4	0	-20	-0.7	-1	0.9	89
CC[n+]1c(C)sc2cc(OC)ccc21	15	2	0.1	12	-12	0	-1.5	2	1.4	100
O=C(CCNNC(=O)c1ccncc1)NCc1ccccc1	4	1	0.1	-1	-2	4	0.2	-1	-1.3	103
O=C(CCN1CCC(c2ccccc2)C1)c1ccc2c(c1)OCCO2 (stereo not given)	20	1	0.6	33	9	-46	-1.3	-4	0.0	103
COc1ccccc1N1CCN(CCCNc2cc(=O)n(C)c(=O)n2C)CC1	6	0	-0.2	-5	4	0	0.7	3	-1.3	97
C=C[C@H]1CN2CC[C@H]1C[C@@H]2[C@@H](O)c1ccnc2ccc(OC)cc12	7&5&2	-1&-1&-3	-0.1&-0.1&0.3	-4&-4&1	0&6&5	-2&-5&-4	-0.3&0.0&-0.5	7&-3&-4	-2.5&-2.3&-2.2	97&101&98
CC(=O)c1ccc(S(=O)(=O)NC(=O)NC2CCCCC2)cc1	9	1	-0.1	-4	0	-4	0.9	4	0.8	108
COc1ccc(C(=O)CC(=O)c2ccc(C(C)(C)C)cc2)cc1	-1	0	0.0	-9	-2	24	2.1	-3	0.2	97
CC1(C)Cc2c(sc(NC(=S)NC(=O)c3ccccc3)c2C(=O)O)CO1	9	3	-0.3	1	4	3	-2.6	-1	1.0	110
CCOc1ccc(C(=O)OCCN(CC)CC)cc1	6	-4	1.0	-2	7	-2	3.9	1	-1.4	107
CCN(CC)CCOC(=O)C1(c2ccccc2)CCCC1	0	-1	0.0	-3	-2	1	-0.3	-6	-0.7	97
Cn1c(=O)c2c(ncn2CC2OCCO2)n(C)c1=O	22	-1	0.1	1	-16	11	2.3	-5	-0.3	98
CC(=O)Nc1ccc(C(=O)O)cc1	3	2	0.3	1	1	6	-0.6	1	0.9	104
COc1cc2c(c(OC)c1OC)-c1c(cc3c(c1OC)OCO3)[C@@H](OC(C)=O)[C@H](C)[C@H](C)C2	-5	-1	0.2	-15	-3	2	0.2	2	0.4	93
CCN(CC)CCNC(=O)c1cc(Cl)c(N)cc1OC	6	0	-0.2	2	3	24	0.3	-3	-0.9	95

14 of the compounds above, comma-delimited:
mol,MC4R antagonist,N-glyco inh,aDG glyco up,Exocytosis inh,ABHD5-PLIN5 inh,H9c2 protect,MC4R ag barr,m5-HT2A agonist,hiPSC survival,ABCB6 inh 2
CC[n+]1c(C)sc2cc(OC)ccc21,15,2,0.1,12,-12,0,-1.5,2,1.4,100
O=C(CCNNC(=O)c1ccncc1)NCc1ccccc1,4,1,0.1,-1,-2,4,0.2,-1,-1.3,103
O=C(CCN1CCC(c2ccccc2)C1)c1ccc2c(c1)OCCO2 (stereo not given),20,1,0.6,33,9,-46,-1.3,-4,0.0,103
COc1ccccc1N1CCN(CCCNc2cc(=O)n(C)c(=O)n2C)CC1,6,0,-0.2,-5,4,0,0.7,3,-1.3,97
C=C[C@H]1CN2CC[C@H]1C[C@@H]2[C@@H](O)c1ccnc2ccc(OC)cc12,7&5&2,-1&-1&-3,-0.1&-0.1&0.3,-4&-4&1,0&6&5,-2&-5&-4,-0.3&0.0&-0.5,7&-3&-4,-2.5&-2.3&-2.2,97&101&98
CC(=O)c1ccc(S(=O)(=O)NC(=O)NC2CCCCC2)cc1,9,1,-0.1,-4,0,-4,0.9,4,0.8,108
COc1ccc(C(=O)CC(=O)c2ccc(C(C)(C)C)cc2)cc1,-1,0,0.0,-9,-2,24,2.1,-3,0.2,97
CC1(C)Cc2c(sc(NC(=S)NC(=O)c3ccccc3)c2C(=O)O)CO1,9,3,-0.3,1,4,3,-2.6,-1,1.0,110
CCOc1ccc(C(=O)OCCN(CC)CC)cc1,6,-4,1.0,-2,7,-2,3.9,1,-1.4,107
CCN(CC)CCOC(=O)C1(c2ccccc2)CCCC1,0,-1,0.0,-3,-2,1,-0.3,-6,-0.7,97
Cn1c(=O)c2c(ncn2CC2OCCO2)n(C)c1=O,22,-1,0.1,1,-16,11,2.3,-5,-0.3,98
CC(=O)Nc1ccc(C(=O)O)cc1,3,2,0.3,1,1,6,-0.6,1,0.9,104
COc1cc2c(c(OC)c1OC)-c1c(cc3c(c1OC)OCO3)[C@@H](OC(C)=O)[C@H](C)[C@H](C)C2,-5,-1,0.2,-15,-3,2,0.2,2,0.4,93
CCN(CC)CCNC(=O)c1cc(Cl)c(N)cc1OC,6,0,-0.2,2,3,24,0.3,-3,-0.9,95

Later entries
SMILES	MC4R antagonist	N-glyco inh	aDG glyco up	Exocytosis inh	ABHD5-PLIN5 inh	H9c2 protect	MC4R ag barr	m5-HT2A agonist	hiPSC survival	ABCB6 inh 2
Cc1nc2ccccn2c(=O)c1CCN1CCC(C(=O)c2ccc(F)cc2)CC1	5	-1	0.3	1	8	-13	0.6	0	-1.5	84
CN1CCOC(c2ccccc2)c2ccccc2C1 (stereo not given)	2	0	0.1	-3	1	22	-0.7	-12	-1.0	94
OC(C#CCN1CCCC1)(c1ccccc1)c1ccccc1	-3	0	0.0	7	-1	-1	-3.7	-8	0.3	90
C[C@]12CCC(=O)C=C1CC[C@@H]1[C@@H]2CC[C@@]2(C)[C@H]1CC[C@]2(O)C(=O)CO	1	-1	-0.2	-1	-2	-4	-0.5	-3	2.8	90
O=C(NCCc1c[nH]c2ccccc12)c1cccnc1	4	3	-0.2	-4	-7	8	-1.9	0	4.0	100
Cc1cc(Nc2cc(N3CCN(C)CC3)nc(Sc3ccc(NC(=O)C4CC4)cc3)n2)n[nH]1	11	-3	-0.1	/	10	8	-0.9	-10	-2.8	91
C=CC1=C(C(=O)O)N2C(=O)[C@@H](NC(=O)/C(=N\O)c3csc(N)n3)[C@H]2SC1 (stereo in doubt)	0	0	0.1	-11	-4	2	0.0	0	1.2	97
CCOc1ccc(NC(=O)Cn2cc(C(=O)c3ccco3)c3ccccc32)cc1	2	-1	-0.2	-5	-8	-3	-1.6	-3	1.4	87
CC1(C)OC2CC(=O)OCC23C1CC(=O)C1(C)C3CCC2(C)C(c3ccoc3)OC(=O)C3OC321 (stereo not given)	2	2	-0.2	-8	3	16	-0.6	-2	-1.5	102
C=C[C@@H]1CN2CCC1C[C@@H]2[C@@H](O)c1ccnc2ccc(OC)cc12 (stereo not given in full)	5&1	0&-2	0.2&0.4	0&-3	5&-4	-2&-6	1.0&-0.5	-5&-6	-2.3&0.0	107&92
CCCNC(C)C(=O)Nc1c(C)csc1C(=O)OC (stereo not given)	0	1	0.0	-6	2	-1	-1.6	7	4.3	101

These rows are one share of the data, so the mix of outcomes need not match the whole.
